# Yfh1-off respiration: enhancers of respiration in Yfh1-depleted yeast, dose response, Friedreich's ataxia, plus single-dose screen (AID 1465) | fold induction at 50 µM, or EC50 in µM where a hit was titrated | S. cerevisiae Yfh1-off respiration, WST-1 reduction, 72 h; higher fold induction means a stronger effect | 220,000 compounds, 0.074% hits;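 active = fold induction of absorbance versus untreated yeast above a set limit, then at least 30% activation at any dose in follow-up; inconclusive = repeats straddling the limit, or above it without dose testing; inactive = fold induction below the set limit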;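 also: activators that raise dye reduction in frataxin-depleted yeast; strong numbers were not always called active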
# TNAP activation fold: human TNAP enzyme activators, primary screen, biochemical, luminescent, no phosphate acceptor, uHTS (AID 1001); activation fold at 20 µM, or EC50 in µM where a hit was titrated; purified TNAP, luminescent activation assay, no phosphate acceptor; higher activation fold means a stronger effect; 200,000 compounds, 0.03% hits; in the data active = activation fold from about 3, or a potency from the dose series; inactive = the rest, 99 in 100 with activation fold below about 1.6; also: many of its hits are not listed in these tables
# human PMI inhibition: inhibitors of human PMI, primary screen, biochemical, fluorescence intensity, coupled assay (AID 1209) | Mannose-6-phosphate isomerase (Homo sapiens) | purified PMI enzyme, coupled fluorescence intensity; higher % means a stronger effect | one-dose inhibition, % at 20 µM; IC50 in µM for titrated hits | 190,000 compounds, 0.42% hits;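 also: plate controls were DMSO vehicle for no effect and wells lacking substrate for full effect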
# WT yeast gro inh: growth inhibition of WT strain, primary screen, mitochondrial fusion inhibitor project, WT and mutant strains, chemical genetic; 190,000 compounds, 2.1% hits; inhibition, % at 10 µM; mitochondrial fusion phenotypic screen; AID 1362, 2008; in the data active = inhibition above about 58%; tested in S. cerevisiae
# LYP inhibition: inhibitors of LYP phosphatase, biochemical, fluorescence intensity, uHTS (AID 1779); 290,000 compounds, 0.054% hits; one-dose inhibition, % at 11.5 µM; IC50 in µM for titrated hits; recombinant LYP phosphatase, fluorescence intensity; higher % means a stronger effect; Tyrosine-protein phosphatase non-receptor type 22 (Homo sapiens);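 also: plate controls were vehicle with enzyme for no effect and no enzyme for full effect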
# P. falciparum M1AAP: P. falciparum M1AAP inhibitors, biochemical, fluorogenic H-Leu-NHMec substrate, 1536-well (AID 1445). recombinant M1AAP, H-Leu-NHMec fluorogenic kinetic assay; higher % means a stronger effect. one-dose inhibition, % at 30 µM; IC50 in µM for titrated hits. 220,000 compounds, 0.42% hits;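 active = primary inhibition above the hit cutoff, then over 50% inhibition at one or more dose response concentrations, cut at about 23% in these data, passing the limit was not always enough; inconclusive = conflicting primary data, or primary hits not chosen for dose response; inactive = low primary inhibition, or under 50% at every dose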;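 also: plate controls were DMSO full reaction for no effect and no enzyme background for full effect; strong numbers were not always called active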
# P. falciparum M17LAP: P. falciparum M17LAP inhibitors, primary screen, biochemical, fluorogenic H-Leu-NHMec substrate, 1536-well (AID 1619); recombinant M17LAP, H-Leu-NHMec fluorogenic kinetic assay; higher % means a stronger effect; one-dose inhibition, % at 30 µM; IC50 in µM for titrated hits; 220,000 compounds, 0.38% hits;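 active = compound inhibiting the enzyme by more than half at any dose during confirmatory dose-response retesting; inconclusive = strong single-dose inhibitors picked by rank but not retested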;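 also: plate controls were full reaction with DMSO carrier for no effect and no enzyme background for full effect; strong numbers were not always called active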
# XIAP antagonists: XIAP antagonists, biochemical, IAP family, fluorescence polarization (AID 1018); one-dose displacement, % at 20 µM; IC50 in µM for titrated hits; E3 ubiquitin-protein ligase XIAP (Homo sapiens); XIAP BIR domain, fluorescence polarization peptide displacement; higher % means a stronger effect; 200,000 compounds, 0.007% hits; in the data active = displacement above about 50%; also: a part of the inactive calls stands beside numbers as strong as those of hits
# human PMI inhibitors: human PMI inhibitors, high substrate, primary screen, biochemical, fluorescence intensity, high mannose 6-phosphate (AID 1220); recombinant PMI enzyme, coupled fluorescence intensity; higher % means a stronger effect; 190,000 compounds, 0.66% hits; inhibition, % at 20 µM, or IC50 in µM where a hit was titrated; Mannose-6-phosphate isomerase (Homo sapiens)
# WT yeast gro inh mutant strain: recorded beside WT yeast gro inh, whose call it bears; inhibition, %; mitochondrial fusion phenotypic screen, mutant strain inhibition
# Active calls of the source: *; i = inactive; ? = inconclusive; nt = not tested or not shown. Rule as the data show it, unless noted: active = inhibition above about 50%; inactive = the rest.
SMILES	Yfh1-off respiration	TNAP activation fold	human PMI inhibition	WT yeast gro inh	WT yeast gro inh mutant strain	LYP inhibition	P. falciparum M1AAP	P. falciparum M17LAP	XIAP antagonists	human PMI inhibitors
CN(C)CCCNC(=O)c1ccc(Cl)c(S(=O)(=O)N(C)c2ccccc2)c1	i	1.1	-1%	-2	4	-4%	7%	12%	-8.1%	-5%
COc1ccc(/C=C/C(=O)O)cc1COc1cccc(C)c1	i	1	-8%	5	-15	-2%	-4%	14%	-5.8%	-8%
Cc1csc(=Nc2c(C)n(C)n(-c3ccccc3)c2=O)n1Cc1ccccc1	i	1.1	7%	-18	-13	0%	9%	6%	-1.2%	13%
NC(=O)CCC1NC(=S)N(Cc2ccccc2)C1=O (stereo not given)	i	1	-14%	-15	-4	-5%	2%	14%	0.8%	-8%
Cc1ccc(N/N=C(/Sc2nnnn2-c2ccccc2)C(=O)c2ccccc2)cc1	i	1.1	0%	25	-4	5%	11%	28%	-2.2%	-4%
O=C(N/N=C/c1ccc(Cl)cc1)C(=O)N1CCCCCC1	i	1	nt	3	5	-4%	0%	19%	-5.1%	nt
CCOC(=O)C1C(=O)C=C(c2ccc(C)cc2)CC1c1ccccc1 (stereo not given)	i	1	16%	40	20	2%	2%	-3%	0.9%	17%
Cc1nc(SCc2ccccc2)c(C(F)(F)F)c(=O)[nH]1	i	1.1	-2%	19	6	-6%	1%	18%	1.1%	0%
COc1cccc(OC2OC3COC(C)(C)OC3C(O)C2NC(C)=O)c1 (stereo not given)	i	1	4%	-8	-15	-4%	4%	0%	-4.8%	2%
CCOC(=O)/C(=C\c1ccccc1)NC(=O)c1ccccc1	i	nt	nt	nt	nt	-9%	0%	3%	nt	nt
COc1ccc(/C=N/NC(=O)c2ccccc2O)cc1CSc1ccccn1	i	1	10%	20	-4	6%	4%	-14%	-14%	3%
CC(C)C(C)NC(=O)CN1C(=O)NC2(CCCCCC2)C1=O (stereo not given)	i	1.1	-6%	5	5	-5%	-1%	7%	-2.7%	-5%
CCOc1ccc(/C=C/C(=O)c2ccccc2)cc1	i	nt	nt	nt	nt	0%	3%	-3%	nt	nt
CCOC(=O)c1cccc(NC(=O)Cn2cnc3c2c(=O)n(C)c(=O)n3C)c1	i	1.1	11%	0	2	-2%	-3%	4%	-3.8%	12%
O=C(CNC(=O)c1ccco1)OCN1C(=O)c2ccccc2C1=O	i	1.1	4%	10	23	0%	4%	1%	-1.7%	-3%
CCN(CC)CCCNC(=O)CNC(=O)c1nn(-c2ccc(OC)cc2)c(=O)c2ccccc12	i	1.1	-5%	-15	0	2%	8%	11%	-5.1%	-8%
Cc1cc(C)c2c(-n3cccc3)c(C(=O)NNS(=O)(=O)c3ccccc3)sc2n1	i	1.1	14%	-1	-2	-1%	?	10%	-8.9%	11%
OCC(CO)(CO)NC(=S)Nc1cc(Cl)cc(Cl)c1	i	nt	nt	nt	nt	-2%	0%	2%	nt	nt
CC(C)CC(=O)Nc1ccccc1N1CCCC1	i	1	0%	12	7	-4%	3%	13%	-2.3%	1%
O=C(O)/C=C/C(=O)N1CCN(C(=O)/C=C/C(=O)O)CC1	i	1	-4%	-6	-9	-7%	0%	2%	-4.8%	-12%
O=C(O)CCc1ccc(-c2ccccc2)n1CC(=O)O	i	1.1	-8%	nt	nt	-1%	8%	23%	-3.2%	-20%
CC(C)(C)n1ncc2c(=O)n(CC(=O)Nc3ccccc3)cnc21	i	1	-1%	-14	-9	-5%	10%	9%	-3.7%	2%
O=C(O)C1C2C=CC(C2)C1C(=O)NCCCN1CCOCC1 (stereo not given)	i	1.1	11%	-18	-43	-2%	3%	-4%	-3.1%	3%
Cc1ccc(NC(=S)NCc2cccnc2)cc1	i	1.1	0%	-8	-43	2%	2%	4%	-3.3%	0%
CC(=O)c1cccc(Nc2nc(-c3ccccc3)cs2)c1	i	1.1	-6%	17	29	4%	6%	0%	-1.7%	-6%
Cc1cc(C)n(C(=O)c2ccc(C)c(F)c2F)n1	i	1.1	7%	-13	24	-2%	4%	5%	-4.1%	-3%
CC(=O)Nc1nonc1-c1nc2ccccc2n1N(C(C)=O)C(C)=O	i	1.1	-9%	13	2	2%	1%	-5%	-0.7%	-3%
CCN(CC)CCN(C(=O)c1ccc(N2C(=O)CCC2=O)cc1)c1nc2cc3c(cc2s1)OCO3	i	1	-24%	3	0	-5%	2%	2%	-5.8%	-5%
Cc1c(C(=O)NCc2ccco2)oc2ccc(S(=O)(=O)N3CCC4(CC3)OCCO4)cc12	i	1.1	4%	-7	-8	0%	3%	-6%	-2.2%	7%
Cc1[nH]c(=O)[nH]c(=O)c1S(=O)(=O)N1CCCC(C(=O)NCc2ccccc2Cl)C1 (stereo not given)	i	1	-2%	-9	-12	-6%	-2%	-5%	-3.5%	3%
CN1C(=O)N(C)C2(CC1(C)C)CC(C)(C)N(C)C(=O)N2C	i	1.1	1%	26	6	-10%	1%	-2%	-5.4%	5%
CCOc1ncccc1C(=O)OCC(=O)NCc1ccc2c(c1)OCO2	i	1	-6%	-3	21	-4%	-1%	-8%	-5.8%	-2%
O=C(CN1CCCC1)Nc1ccccc1Sc1ccc(Cl)cc1	i	1.1	-5%	2	-23	-4%	5%	7%	-13%	-5%
COc1cc(NC2c3ccccc3C(=O)N2Cc2ccccc2Cl)cc(OC)c1OC (stereo not given)	i	nt	nt	nt	nt	-8%	-3%	2%	nt	nt
O=C(Cc1n[nH]c(=O)c2ccccc12)NCc1ccc(Cl)cc1	i	nt	nt	nt	nt	-9%	3%	-4%	nt	nt
CCCC1=C/C(=C/c2ccc(-c3ccccc3OC)o2)C(=O)O1	i	0.8	-54%	-6	-2	7%	?	-25%	-11%	-92%
CCN1CCN(CC(O)COCc2ccccc2)CC1 (stereo not given)	i	1.1	9%	21	5	-8%	5%	9%	-19%	6%
Cc1ccc(CNC(=O)COC(=O)c2cnc(C)cn2)cc1	i	1	-1%	-5	6	-3%	0%	-5%	-12%	2%
CS/C(=N\S(=O)(=O)c1ccc(N)cc1)NS(=O)(=O)c1cccs1	i	1	-2%	7	9	-9%	10%	32%	-1.6%	7%
O=C(O)CSc1nc(SCc2ccccc2Cl)nc2c1CCCC2	i	1	4%	-13	-21	-1%	35%	48%	-7.6%	6%
Cc1ccc(S(=O)(=O)CC(O)COc2ccc(F)cc2Cl)c(C)c1 (stereo not given)	i	1	4%	15	27	-7%	5%	-5%	-8.0%	0%
N/C(CN1CCCCC1)=N\S(=O)(=O)c1cc(Cl)cc(Cl)c1	i	nt	nt	nt	nt	-4%	1%	7%	nt	nt
[O-]/[N+](=C/c1ccc(F)cc1)c1ccc(Cl)cc1	i	1.1	11%	3	-3	-4%	2%	-9%	-7.7%	6%
COc1c(/C=N/Nc2ccc(C(=O)O)cc2)c(CCN(C)C(C)=O)cc2c1OCO2	i	nt	nt	nt	nt	2%	2%	17%	nt	nt
CCCCc1c(C)nc(N)[nH]c1=O	i	1	7%	17	15	-4%	5%	-2%	-8.4%	10%
CCN(CC)C(=O)/C(=C/c1ccc2c(c1)OCO2)NC(=O)c1ccc(Br)cc1	i	1.2	11%	-5	14	-6%	11%	10%	1.5%	2%
Oc1ccc(Cl)cc1N=Cc1sc2ccccc2c1Cl	i	1.1	20%	47	36	-2%	21%	3%	0.7%	56%*
COc1ccc(/C=C(/Sc2nnc(-c3ccc(Cl)cc3)o2)C(=O)O)cc1	i	1.2	-4%	4	-4	-3%	6%	-2%	-7.7%	-3%
O=[N+]([O-])c1ccc(O)c(/C=N/n2c(CO)nc3ccccc32)c1	i	nt	nt	nt	nt	-2%	12%	-7%	nt	nt
Cc1cccc(N2CCN(Cc3nc(CC4CC4)no3)CC2)n1	i	1.1	9%	-10	-10	-2%	nt	nt	-8.2%	1%
CCSc1nc(C)c(C)c(=O)[nH]1	i	nt	nt	nt	nt	-6%	3%	4%	nt	nt
COc1ccccc1CNC(=O)C/C(C)=N/NC(=O)Cc1ccccc1	i	1.1	-3%	12	12	-4%	-9%	12%	0.1%	-5%
NC(=O)COC(=O)c1ccc(-c2ccc(O)cc2)cc1	i	nt	nt	nt	nt	-8%	-1%	-7%	nt	nt
Cc1ccccc1Nc1nnc(SCC(=O)NC(=O)Nc2ccc3c(c2)OCCO3)s1	i	1.1	18%	-5	-16	-6%	-1%	24%	0.6%	4%
Cc1ccc(SCC2=NNC(=O)C2)cc1	i	1	5%	1	4	-4%	-5%	1.8µM*	-0.9%	11%
Cc1nc2c(C(=O)NCc3ccccc3Cl)c[nH]n2c(=O)c1Cl	i	1	3%	0	20	1%	16%	-11%	-14%	-1%
COc1ccc2c(c1)c1ncnc(N3CCN(Cc4ccc5c(c4)OCO5)CC3)c1n2C	i	1.1	-2%	19	-16	1%	10%	10%	-2.9%	-7%
O=C(Cc1c[nH]c2ccccc12)NCc1ccc2c(c1)OCO2	i	1.1	-6%	12	11	-11%	5%	8%	-0.4%	-1%
O=C(COc1ccc(C(=S)N2CCOCC2)cc1Cl)Nc1ccccc1Cl	i	1	20%	-5	16	-5%	3%	8%	-4.4%	-2%
c1ccc2c(c1)oc1c(NCC3CCCO3)ncnc12 (stereo not given)	i	1	-17%	24	0	-5%	4%	-7%	-2.6%	-16%

# Continuation:
SMILES	Yfh1-off respiration	TNAP activation fold	human PMI inhibition	WT yeast gro inh	WT yeast gro inh mutant strain	LYP inhibition	P. falciparum M1AAP	P. falciparum M17LAP	XIAP antagonists	human PMI inhibitors
CC(NC(=O)c1cc(S(=O)(=O)N(C)C)ccc1N1CCCC1)C1CC2CCC1C2 (stereo not given)	i	1.1	-6%	-10	-30	0%	8%	4%	-5.4%	-5%
COc1ccccc1C1/C(=C(/O)c2ccc(OC(C)C)cc2)C(=O)C(=O)N1c1cc(C)on1 (stereo not given)	i	1	-4%	13	14	8%	9%	7%	-5.2%	-10%
CCO[C@@H]1OC(C(=O)N2CCOCC2)=C[C@H](C2CC2)[C@H]1CCCO	i	1.1	4%	-9	-7	-11%	6%	-5%	-10%	-1%
CCOc1ccccc1-c1nc(SCC(=O)O)n[nH]1	i	1	-4%	-5	8	4%	16%	12%	-2.6%	-3%
CC(=O)N1CCN(c2ccc(NC(=O)C(C)Oc3ccc(Cl)cc3Cl)cc2)CC1 (stereo not given)	nt	1.2	1%	22	18	-4%	5%	-4%	-3.2%	7%
Cn1c(NC(=O)C2CCCO2)cc(=O)n(C)c1=O (stereo not given)	i	1.1	-4%	13	-4	-6%	2%	-3%	1.3%	42%

# Compounds as they come. About 3.7% of those tested had a hit in this group.
